High-throughput results from PubChem BioAssay.
GLP1R cytotox: cytotoxicity counter-screen for GLP-1 receptor inverse agonists; HEK293 cAMP-luciferase reporter cells, luminescence, 24 h; Potency, µM (highest dose often 38.3 µM), for the others: at the highest dose activity change, negative = inhibition, hits mostly inhibitors; AID 624418; hit rate 0.13% among 410,000;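 further: loss of luciferase light is scored as toxicity; potency means the concentration at half of the fitted maximal effect; on the % scale 0 is the no-effect control and ±100 the full control effect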
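MLSMR compounds, 24 hr on cells at 37 deg C/5% CO2; luminescence after luciferase reagent (12 min RT). Inhibition counted as the undesired cytotoxic outcome.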
GLP1R ag: GLP-1 receptor (human) agonism | HEK293 GLP-1R CRE-luciferase, luminescence, 4-6 h; cells express a hypersensitive GLP-1R form | Potency, µM (top dose mostly 45.6 µM), for inactives: top-dose activation, hits mostly activators | hit rate 0.007% among 380,000 | AID 624172; further: potency means the concentration at half of the fitted maximal effect; % of control where 0% means no effect
Target sequence (P43220 whole entry, looked up): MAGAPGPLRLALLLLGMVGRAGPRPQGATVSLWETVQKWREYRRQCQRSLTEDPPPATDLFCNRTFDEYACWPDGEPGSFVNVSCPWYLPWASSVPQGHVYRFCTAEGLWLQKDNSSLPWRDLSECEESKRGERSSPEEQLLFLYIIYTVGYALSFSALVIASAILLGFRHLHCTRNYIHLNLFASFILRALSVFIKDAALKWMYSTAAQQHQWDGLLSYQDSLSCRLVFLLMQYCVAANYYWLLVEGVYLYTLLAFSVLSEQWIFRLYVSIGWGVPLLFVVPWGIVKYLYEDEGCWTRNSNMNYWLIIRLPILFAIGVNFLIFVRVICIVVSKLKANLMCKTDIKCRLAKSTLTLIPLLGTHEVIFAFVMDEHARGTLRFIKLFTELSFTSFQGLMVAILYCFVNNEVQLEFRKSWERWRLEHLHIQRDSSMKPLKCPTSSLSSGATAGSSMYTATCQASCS
EPAC1 antag: EPAC1 (human) antagonism; O95398; EPAC1 GEF assay, Rap1b-BODIPY-GDP exchange fluorescence; Potency, µM (series often up to 115 µM), for inactives: at the top dose activity change, negative = inhibition, actives largely listed as inhibitors; hit rate 0.14% among 360,000; AID 720709;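 further: potency means the concentration at half of the fitted maximal effect; plate controls were vehicle for no effect and positive control for full effect; nearly all actives have a fitted effect of over 50% in size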
IL-2 act: IL-2 activation | IL-2 activation reporter assay, cell-based qHTS; stimulated with anti-CD3/CD4/CD28 beads; in transgenic mouse T cells | activation, % (series mostly up to about 46 µM) | hit rate 0.065% among 360,000 | AID 652025; in the data active means activation above about 50%; inconclusive means mostly about 30% to 49%; further: 0% is about no effect
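First, unstimulated transgenic mouse T cells were exposed to compound for 60 min. Next, anti-CD3/anti-CD4-coated beads with anti-CD28 were added. Finally, after 18 h at 37 degrees C, EGFP and DsRed were imaged.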
GLP-1R inv ag: acts as inverse agonist at human GLP-1 receptor. P43220. HEK293 GLP-1R CRE-luciferase, luminescence, 24 h; GLP-1R form is constitutively active. Potency, µM (highest dose often 38.3 µM), for inactives: at the top dose activity change, negative = inhibition, hits mostly inhibitors. hit rate 1.6% among 410,000. AID 624417; further: potency means the concentration at half of the fitted maximal effect; on the % scale 0 is the no-effect control and ±100 the full control effect; nearly all actives have a fitted effect of over 55% in size
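Using stably transfected HEK293 (constitutively active GLP-1R, cAMP-luciferase reporter), compounds were incubated 24 hr and luciferase measured by luminescence.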
PTHR1 ag: activates the human parathyroid hormone receptor PTHR1; Q03431; HEK293 GP2 PTHR1 cells, GloSensor cAMP luminescence, 1 h; Potency, µM (doses to about 115 µM), inactives show at the top dose activation, usual class: activators; hit rate 0.075% among 410,000; AID 743266; further: potency means the concentration at half of the fitted maximal effect; nearly all actives have a fitted effect of over 55% in size; some results filed as inactive show a strong effect at the top dose; inactives centre near -15; many of its hits are not listed in these tables
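HEK-293-derived GP2 cells expressing PTHR1 and a GloSensor cAMP reporter, 3,000/well, plated overnight, given luciferin plus IBMX (each 0.5 mM as added) for 1 h at 37 °C, then compound for 1 h at 37 °C. Luminescence was read after 15 min at room temperature.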
EPAC1 ag: EPAC1 (human) agonism; O95398; EPAC1 agonist qHTS, biochemical assay; response scale: 100% = response to 6.5 mM cAMP; Potency, µM (series often up to 154 µM), inactives show at the highest dose activation, actives largely listed as activators; hit rate 0.073% among 360,000; further: potency means the concentration at half of the fitted maximal effect; nearly all actives have a fitted effect of over 60% in size
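Compounds were pinned as a concentration titration into mixtures of EPAC1 (100 nM), BODIPY-GDP-loaded Rap1B (250 nM) and GDP (50 uM). After 5 min at room temperature, fluorescence was followed for 30 min; activity was scaled to 6.5 mM cAMP.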
PLK1 PBD inh: PLK1 (human) polo-box domain binding inhibition; P53350; Plk1 PBD binding of FITC phosphopeptide, fluorescence polarization; Potency, µM, without a hit: max response, negative = inhibition, usual class: inhibitors; hit rate 2.8% among 360,000; AID 720504; further: potency means the concentration at half of the fitted maximal effect; series mostly up to about 57 µM; on the % scale 0 is the no-effect control and ±100 the full control effect; nearly all actives have a fitted effect of over 65% in size
PI5P4K alpha inh: inhibitors of human PI5P4K alpha; P48426; PI5P4Kalpha enzyme, ADP-Glo luminescence, 60 min; hits give low values; max response, %; hit rate 1.2% among 330,000; AID 652105; active means max response of -50% or lower; inconclusive means between -30% and -50%; inactive means -30% or higher; further: value at the top dose of about 77 µM; on the % scale 0 is the no-effect control and ±100 the full control effect
Target sequence (P48426 whole entry, looked up): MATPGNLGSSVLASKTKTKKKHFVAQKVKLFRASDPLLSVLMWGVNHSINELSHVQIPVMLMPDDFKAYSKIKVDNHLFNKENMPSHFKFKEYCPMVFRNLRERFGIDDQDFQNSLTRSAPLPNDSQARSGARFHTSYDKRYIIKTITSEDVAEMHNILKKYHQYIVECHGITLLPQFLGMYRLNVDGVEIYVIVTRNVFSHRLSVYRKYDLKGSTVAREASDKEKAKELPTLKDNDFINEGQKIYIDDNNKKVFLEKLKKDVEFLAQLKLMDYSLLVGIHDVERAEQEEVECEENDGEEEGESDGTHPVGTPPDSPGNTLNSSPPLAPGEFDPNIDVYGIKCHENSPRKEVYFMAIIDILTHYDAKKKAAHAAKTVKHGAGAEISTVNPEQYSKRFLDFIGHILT
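Controls without substrate or without enzyme flank wells where PI5P4Kalpha converts substrate using 5 microM ATP (final). Incubation lasts 60 minutes at room temperature; ADP formed is read by ADP-Glo luminescence.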
* = called active by the depositor; i = inactive; ? = inconclusive; · = not tested or not shown; & = joins results of further samples; [ ] = another dose, or the depositor's remark. Unless noted, the call rests on the fitted dose curve; in most records, active means well fitted curve in the direction sought with a large enough effect; inconclusive means small, poorly fitted or top-dose-only effect, or another doubt; inactive means no such curve, though single readings can be large; an effect the other way counts as inactive or inconclusive. The list is partial (hit frequency here may not be typical).

SMILES | GLP1R cytotox | GLP1R ag | EPAC1 antag | IL-2 act | GLP-1R inv ag | PTHR1 ag | EPAC1 ag | PLK1 PBD inh | PI5P4K alpha inh
COc1ccc(NC(C)=O)cc1S(=O)(=O)N1CCN(C(=O)c2ccccc2F)CC1 | -23% | -5% | 11% | -3.3 | -6% | i | 5% | 4% | 0
COC(=O)N1C(=O)[C@](c2ccsc2)(C(C)C)N1C(=O)OC | -12% | -6% | -10% | 1.1 | -4% | -25% | -14% | ? | -2
O=S(=O)(c1cccs1)N1CCc2ccccc21 | 6% | -4% | -8% | 1.0 | -13% | i | 12% | 18% | 12
O=C(COC(=O)c1cccnc1Cl)Nc1ccc2c(c1)OCO2 | 7% | -3% | -8% | -2.1 | 0% | -10% | -4% | -7% | -9
Cc1ccsc1C(=O)N1CCC1(C)C(=O)NS(=O)(=O)c1ccccc1C(F)(F)F (stereo not given) | -4% | -2% | -12% | -0.2 | 2% | -18% | -2% | 3% | 3
COc1cc(C(=O)Oc2ccccc2)ccc1OCc1c(C)noc1C | 6% | 1% | 7% | -1.4 | 13% | i | 1% | 27µM* | -17
O=C1C(c2ccncc2)=C(O)c2ccccc21 | -23% | -35%[inhibitor] | -5% | -2.0 | ? | -22% | -2% | -7% | -8
O=C(Nc1nccs1)c1ccc(-c2ccc(F)cc2)o1 | -24% | 0% | 6% | 4.4 | -23% | -7% | 4% | -1% | 1
CCC(Sc1nc(N)c(NC(=O)c2ccco2)c(=O)[nH]1)C(=O)O (stereo not given) | 9% | 1% | 1% | -0.8 | 25% | i | 9% | 1% | -7
COc1ccc(C(C)(C)C)cc1NC(=O)CCN1C(=O)NC(C)(C)C1=O | 0% | -2% | -14% | 1.3 | ? | i | -7% | -10% | 6
C#CCOCCOCCOCCNc1nc(N2CCN(C(=O)Cn3cc(CC(C)O)nn3)CC2)nc(N2CCN(C(=O)[C@H](CCCCN)n3cc(CCCC)nn3)CC2)n1 (stereo not given in full) | 12% | -4% | -2% | -0.1 | 22% | -11% | -6% | 4% | -3
COc1cccc(Oc2c(C)oc3c(CN4CCOCC4)c(O)ccc3c2=O)c1 | 10% | -2% | -2% | 0.0 | 10% | i | -2% | -2% | 8

The final four compounds of the section above are carried over, then new ones follow:
SMILES | GLP1R cytotox | GLP1R ag | EPAC1 antag | IL-2 act | GLP-1R inv ag | PTHR1 ag | EPAC1 ag | PLK1 PBD inh | PI5P4K alpha inh
CCC(Sc1nc(N)c(NC(=O)c2ccco2)c(=O)[nH]1)C(=O)O (stereo not given) | 9% | 1% | 1% | -0.8 | 25% | i | 9% | 1% | -7
COc1ccc(C(C)(C)C)cc1NC(=O)CCN1C(=O)NC(C)(C)C1=O | 0% | -2% | -14% | 1.3 | ? | i | -7% | -10% | 6
C#CCOCCOCCOCCNc1nc(N2CCN(C(=O)Cn3cc(CC(C)O)nn3)CC2)nc(N2CCN(C(=O)[C@H](CCCCN)n3cc(CCCC)nn3)CC2)n1 (stereo not given in full) | 12% | -4% | -2% | -0.1 | 22% | -11% | -6% | 4% | -3
COc1cccc(Oc2c(C)oc3c(CN4CCOCC4)c(O)ccc3c2=O)c1 | 10% | -2% | -2% | 0.0 | 10% | i | -2% | -2% | 8
COc1ccc(NC(=O)c2ccc(CN3CCN(c4ccccc4)CC3)cc2)cc1OC | -3% | -4% | 1% | 0.1 | -15% | i | -13% | 1% | -1
CCOC(=O)c1cnc(-c2ccccc2)nc1Oc1ccc(Cl)cc1 | 22% | 20% | -7% | -0.8 | 16% | i | 2% | -4% | 2
CC(SCc1ccccc1)C(=O)N/N=C/c1ccc2c(c1)OCO2 (stereo not given) | 4% | -3% | -5% | -1.4 | ? | -13% | -1% | -7% | 0
O=C(NCc1ccccn1)Nc1ccc(F)cc1F | 1% | -3% | 1% | -2.5 | 15% | i | 7% | -12% | -6
CN(CC(=O)Nc1ccc(Cl)cc1)C(=O)CCC1CCCC1 | 18% | -6% | ? | -3.1 | ? | -14% | -6% | -5% | 0
CC1CCN(C2=NC(=O)/C(=C/c3cn[nH]c3-c3ccccc3)S2)CC1 | -6% | 18% | -2% | 2.7 | 13% | -5% | -5% | -15% | ?
COc1cc(/C=N/Nc2nc(N3CCCC3)nc(N3CCCC3)n2)ccc1O | 0% | 15% | 9% | -3.6 | 0% | -14%[57.5 µM] | 5% | -5% | ·
CCCN=C1N(C)C[C@@H]2[C@@H]3C(=O)N(Cc4ccccc4)C(=O)[C@@H]3[C@](Cc3ccccc3)(C(=O)OC)N12 | 11% | -1% | 16% | -0.4 | 13% | 14% | -15% | -7% | 5
Cc1nn(CC(=O)Nc2ccc(Cl)c(S(=O)(=O)N(C)C)c2)c(C)c1[N+](=O)[O-] | -17% | -3% | -20% | 0.3 | -6% | i | -4% | -6% | 3
Cc1occc1C(=O)N/N=C/c1ccc[nH]1 | -1% | -6% | -16% | -0.9 | 1% | i | -18% | -1% | -5
CCc1c(C)nc2nc(SCc3ccccc3)[nH]n2c1=O | -3% | 10% | -2% | 0.4 | 3% | -3% | 2% | -15% | 5
COc1ccc(N2C(=O)c3ccccc3NC2c2ccccc2O)cc1 (stereo not given) | 4% | -6% | -3% | -2.3 | ? | i | -4% | -2% | -2
CC(C)C(NC(=O)c1ccccc1F)C(=O)NCc1ccccc1 (stereo not given) | 0% | 7% | 3% | 2.9 | -3% | i | -1% | 27µM* | 5
NC(=O)c1nsc(C(=O)N(c2cccc(O)c2)C(C(=O)NC2CCCC2)c2ccc(Cl)cc2)c1N (stereo not given) | 12% | 0% | -25% | -0.8 | ? | i | -14% | -8% | 6
CCC(C)C(NC(=O)c1ccc(Cl)cc1)C(=O)Nc1cccnc1 (stereo not given) | 10% | 12% | -21% | -0.4 | ? | 26% | -11% | -8% | -1
CC(C)CC1(C)NC(=O)N(CC(=O)Nc2cccc(S(=O)(=O)N(C)c3ccccc3)c2)C1=O (stereo not given) | -10% | 7% | -19% | 1.3 | ? | i | -1% | -14% | 3
COc1cccc(C(=O)Nc2nc(-c3ccccc3)c(-c3ccccc3)o2)c1 | -29% | 3% | 3% | 0.8 | ? | -17% | 5% | ? | 1
CCOC(=O)C1CCCN(C(=O)c2ccc(Cl)c(S(=O)(=O)N3CCCCCC3)c2)C1 (stereo not given) | -7% | 22% | -6% | 0.3 | ? | -43%[inhibitor] | 3% | -11% | 4
S=C1NCC(c2ccccc2)S1 (stereo not given) | -15% | 3% | 9% | 0.2 | -12% | i | -3% | -10% | -3
Cc1cccc(C)c1OCCOCCN1CCN(C)CC1 | 10%&0% | 12%&2% | -5%&9% | 0.0&-2.8 | ? | -4%[57.5 µM] | 1%&2% | -19%&0% | -1
Cc1ccc(S(C)(=O)=N/C=C2\C(=O)c3sccc3N(C)S2(=O)=O)cc1 (stereo not given) | -10% | 0% | -32% | -0.1 | -3% | 2% | -4% | ? | -1
Cc1onc(-c2ccccc2Cl)c1-c1nc(-c2ccccn2)no1 | -5% | 11% | ? | 1.0 | ? | -2% | 7% | -2% | -4
Cc1ccnc(NC(=O)C2CC(=O)N(c3ccc4c(c3)OCCO4)C2)c1 (stereo not given) | -2% | -4% | 2% | -1.9 | ? | i | -4% | -16% | -7
COc1ccccc1C1CCN(C(=O)c2cnn(-c3ccccc3)c2C)CC1 | -16% | -6% | -7% | 0.2 | ? | -53%[inhibitor] | 3% | -2% | -2
CCCCn1ccc(O)c(Cc2ccc(F)cc2)c1=O | -5% | -4% | 14% | 1.0 | 5% | -7% | 6% | -1% | 3
Cc1ccc(NC(=S)N2CCC(C(N)=O)(N3CCCCC3)CC2)c(C)c1 | -15% | 1% | -1% | 1.7 | ? | -12% | 1% | -14% | 2
CCCC[C@@H]1CNCCN1CCc1cc(C(F)(F)F)cc(C(F)(F)F)c1 | ? | -7% | 4% | -4.5 | 11µM* | -3% | -5% | -2% | 6
CC(=O)Nc1c(-c2ccccc2)nc2cc(C)ccn12 | 5% | -3% | 11% | -0.3 | 10% | i | 4% | 10% | 2
O=C(Nc1ncc(Cc2ccccc2)s1)C1=NCCN1 | 7% | 3% | -15% | 0.6 | 23% | i | 7% | -19% | -7
O=C(COC(=O)/C=C/c1cccc(Br)c1)Nc1ccc(Cl)cn1 | 4% | 7% | 8% | -1.7 | 13% | i | -6% | -2% | 2
O=C(O)CCCCCCNC(=O)c1cncc(O)c1 | -3% | 3% | -1% | -0.7 | 2% | i | -7% | ? | -2
O=C(c1ccc(Cn2cnnn2)cc1)N1CCCC(Nc2ccc(F)c(F)c2)C1 (stereo not given) | -3% | 3% | 3% | -1.0 | ? | -13% | -1% | -6% | 1
Cc1csc(=O)n1CCC(=O)OCC(=O)Nc1ccc(C(N)=O)cc1 | 19% | -17% | -4% | -5.5 | 10% | i | 7% | -13% | -2
CCOC(=O)C1=C(CS(=O)(=O)c2ccc(F)cc2)NC(=O)NC1c1ccc(OCC)c(OC)c1 (stereo not given) | -8% | 0% | · | · | -11% | -20% | · | · | ·
COc1ccc2oc(C(=O)Nc3nc(-c4ccccn4)cs3)c(C)c2c1 | 12% | -8% | -19% | -3.6 | -16% | -13% | 5% | -10% | ?
COc1cc(/C=N/n2c(COc3ccccc3)n[nH]c2=S)cc(OC)c1OC(C)=O | -15% | -4% | -2% | 0.9 | 56%[activator] | i | -15% | ? | -12
CCOC(=O)C1=C(C)Nc2ccccc2N=C1N | 1% | 3% | 0% | -2.4 | 4% | i | 0% | -4% | 3
CN(Cc1cccs1)C(=O)CCc1ccc(S(=O)(=O)N2CCOCC2)cc1 | 2% | 1% | -2% | -1.5 | 1% | i | 3% | -7% | -2
CC(=O)c1c(C)[nH]c(C(=O)COC(=O)c2ccc(Cl)nc2)c1C | -2% | 2% | -27% | 0.3 | 1% | -5% | -1% | -2% | 0
O=C(Oc1cccc(NC2=NS(=O)(=O)c3ccccc32)c1)c1ccncc1 | 9% | 14% | -11% | 0.4 | -15% | -14% | -4% | -5% | 1
O=C(CCC(=O)OCC(=O)c1ccc([N+](=O)[O-])cc1)NC1CCCCC1 | -5% | -3% | 30%[activator] | 0.1 | 19% | -23% | -6% | -6% | 4
